ERb SRC1 inh: inhibitors of ERβ-SRC1 coactivator interaction, primary screen, biochemical, TR-FRET, ERβ LBD, SRC-1 peptide; Estrogen receptor beta (Homo sapiens), Q92731; TR-FRET ER-beta LBD / SRC1-Cy5 peptide binding; receptor agonist-loaded with 1 µM estradiol; inhibition, % at 25.6 µM; actives 1.3% (n = 86,000); AID 633, 2007;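 active means compounds whose percent inhibition of the receptor-coactivator binding signal exceeds about 50% in the single-dose screen, limit read from the data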;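 further: 0% = receptor plus peptide wells without compound and 100% = peptide-only wells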
Target sequence (Q92731 whole entry, looked up, the tested form may be a part): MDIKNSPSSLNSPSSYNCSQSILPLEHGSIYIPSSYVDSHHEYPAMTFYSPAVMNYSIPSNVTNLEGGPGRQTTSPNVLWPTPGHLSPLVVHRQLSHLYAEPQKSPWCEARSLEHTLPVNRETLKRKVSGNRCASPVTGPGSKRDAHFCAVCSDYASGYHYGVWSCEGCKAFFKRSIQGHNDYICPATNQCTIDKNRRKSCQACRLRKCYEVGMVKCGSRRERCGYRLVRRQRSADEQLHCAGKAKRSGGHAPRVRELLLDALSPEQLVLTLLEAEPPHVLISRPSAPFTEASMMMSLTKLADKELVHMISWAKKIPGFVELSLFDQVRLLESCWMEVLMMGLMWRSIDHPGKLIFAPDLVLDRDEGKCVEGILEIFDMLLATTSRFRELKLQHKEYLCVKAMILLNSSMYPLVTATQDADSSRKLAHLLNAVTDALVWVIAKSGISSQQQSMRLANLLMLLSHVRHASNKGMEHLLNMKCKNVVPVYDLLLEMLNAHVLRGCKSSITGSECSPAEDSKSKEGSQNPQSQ
MT1-MMP txn act: MT1-MMP promoter reporter activation – cell-based, luciferase luminescence, primary screen | HT1080 MT1-MMP promoter luciferase reporter, overnight; stronger effect = higher value | activation factor at 10 µM | actives 0.16% (n = 86,000) | AID 750, 2007;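 active means activation factor of at least 2 for MT1-MMP transcription at 10 µM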
PLAP activator: PLAP enzyme activators, biochemical, luminescence, HTS; activation fold at 20 µM; actives 1.2% (n = 96,000); purified PLAP enzyme, luminescent substrate read-out; stronger effect = higher value; in the data active means activation fold above about 2
Target sequence (P05187 whole entry, looked up): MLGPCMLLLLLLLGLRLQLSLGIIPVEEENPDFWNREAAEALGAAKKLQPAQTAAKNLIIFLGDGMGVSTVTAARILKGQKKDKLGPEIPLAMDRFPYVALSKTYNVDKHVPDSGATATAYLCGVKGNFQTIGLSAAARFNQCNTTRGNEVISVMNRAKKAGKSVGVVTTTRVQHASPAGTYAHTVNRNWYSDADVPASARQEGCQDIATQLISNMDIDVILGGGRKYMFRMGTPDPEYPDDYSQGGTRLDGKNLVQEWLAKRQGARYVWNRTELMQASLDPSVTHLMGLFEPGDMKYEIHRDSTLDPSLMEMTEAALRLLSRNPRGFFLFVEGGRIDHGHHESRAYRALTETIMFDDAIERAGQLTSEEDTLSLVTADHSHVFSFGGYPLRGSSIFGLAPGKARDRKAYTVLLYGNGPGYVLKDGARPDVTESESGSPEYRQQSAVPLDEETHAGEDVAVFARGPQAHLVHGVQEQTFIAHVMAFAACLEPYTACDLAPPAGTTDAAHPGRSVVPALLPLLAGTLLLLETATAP
ERa coact pot: enhancers of ERα–SRC-1 coactivator binding, primary screen, biochemical, TR-FRET, ERα LBD, low estradiol. TR-FRET ERalpha-LBD/SRC-Cy5 coactivator binding, 2 h; 100 = basal binding, no effect. actives 1.3% (n = 86,000). AID 639, 2007. coactivator binding (% of control), % at 25.6 µM; in the data active means activity above about 200%;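 further: binding measured in presence of low estradiol as agonist stimulus; 0% = peptide alone without receptor and 100% = receptor with peptide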
FAK blocker: FAK kinase inhibitors, primary screen, biochemical; inhibition, %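 (tested at 7 µM)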; actives 0.84% (n = 97,000); biochemical FAK kinase activity assay; in the data active means inhibition above about 19%;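 further: 0% = DMSO and 100% = reference compound high control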
Mac1 fbg enh: enhancers of CD11b/CD18 adhesion to fibrinogen, primary screen, K562 cells, luminescence; Integrin beta-2 (Homo sapiens) + Integrin alpha-M (Homo sapiens), P05107+P11215; ATPlite luminescence; activation, % at 10 µM; actives 0.07% (n = 93,000);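 active means 10 µM primary screen giving 50% or more activity, confirmed by 40% or more on retest at that dose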; further: strong numbers were not always called active; reference of the scale not given here
CD11b adhes inh: inhibitors of CD11b/CD18 adhesion to fibrinogen, primary screen, K562 cells, luminescence; Integrin beta-2 (Homo sapiens) + Integrin alpha-M (Homo sapiens), P05107+P11215; ATPlite luminescence; Mn2+ added to activate the integrin; inhibition, % at 10 µM; actives 0.54% (n = 93,000); AID 1497, 2009;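 active means primary inhibition of 50% or more at 10 µM, then 40% or more on retest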; further: some results filed as inactive read as strong as hits
ERa SRC1 inh: ERα–SRC-1 coactivator interaction inhibitors, primary screen, biochemical, TR-FRET, ERα LBD, estradiol-bound | inhibition, % at 25.6 µM | AID 629, 2007 | TR-FRET ER-alpha LBD / SRC-1 peptide | actives 1.7% (n = 86,000) | Estrogen receptor (Homo sapiens), P03372; in the data active means inhibition above about 50%;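 further: 0% = receptor plus peptide control and 100% = peptide only without receptor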
Ecoli WT expand: growth inhibitors of wild-type E. coli, primary screen, strain BW25113, expanded library, OD600. AID 710, 2007. OD600 absorbance. actives 0.15% (n = 98,000). growth inhibition, % at 100 µM;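 active means growth inhibition above about 50% at one test dose, limit read from the data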;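 further: growth measured after 20 h incubation at 37 °C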
Starred values were filed as active, the others as inactive; x = no result given; [ ] = another dose, or the depositor's remark.

SMILES	ERb SRC1 inh	MT1-MMP txn act	PLAP activator	ERa coact pot	FAK blocker	Mac1 fbg enh	CD11b adhes inh	ERa SRC1 inh	Ecoli WT expand
O=C(c1ccc(Cl)cc1)c1coc2ccc(O)cc12	-5	1.5	1.1	66	0	0	-9	-9	-1
COc1ccc(CN(C(=O)c2cccs2)c2nccs2)cc1OC	-8	1	1.3	97	0	2	0	-3	-4
Cc1cc(C)cc(-n2ccnc2SCC(=O)Nc2ccc3c(c2)OCCO3)c1	0	1	1.5	115	-7	x	x	-2	-12
CNC(=O)c1ccc(-c2sc3nc(N4CCOCC4)c4c(c3c2N)CCCC4)o1	6[fluorescence artefact?]	1	1.1	85[fluorescence artefact?]	3	6	4	-8[fluorescence artefact?]	-9
CCN(Cc1ccccc1)C(c1cc2cc(C)ccc2[nH]c1=O)c1nnnn1CCOC (stereo unspecified)	-13	1.4	1.5	93[fluorescence artefact?]	0	2	3	-10	-3
CCOC(=O)C1CCN(C(=O)c2c(-c3c(Cl)cccc3Cl)noc2C)CC1	2	1.1	1.6	109	-3	3	-32	-3	-7
CCC(C)(C(=O)NC1CCCC1)N(CC1CCCO1)C(=O)CNC(=O)c1ccccc1 (stereo unspecified)	-22[fluorescence artefact?]	1.3	1.3	115	x	-1	-3	-16	4
CC(C)(C)NC(=O)CSC(=Nc1ccc(F)cc1)NC#N	-6	1.1	1	99	3	x	x	5	-2
Fc1ccccc1CSc1ncnc2c1oc1ccccc12	31[fluorescence artefact?]	1	1	213*[fluorescence artefact?]	5	-5	-3	28[fluorescence artefact?]	-8
CCOC(=O)Cc1cc(=O)n(-c2nc3ccccc3s2)[nH]1	8	1.2	1.9	90	x	-4	-5	16	-2
COc1ccc(NC2=NCC(=O)N2Cc2cccs2)cc1	-23[fluorescence artefact?]	1.1	0.9	113	5	x	x	-5	3
CCCCCOc1ccc(OC(=O)c2ccncc2)cc1	-9	1.1	1.1	100	4	8	16	-5	-4
CSc1ccc(S(=O)(=O)Nc2ccc(F)cc2)cc1	-1[fluorescence artefact?]	0.9	1.1	31	3	1	37	67*[fluorescence artefact?]	8
CCOC(=O)CCC(=O)NCc1ccc2c(c1)cc(C)n2C	-14[fluorescence artefact?]	1.1	1.5	96	-4	x	x	-37[fluorescence artefact?]	-1
Cc1nc(=O)c(-c2ccccc2)c(C)n1-c1ccccc1O	-2[fluorescence artefact?]	1.1	0.9	121	x	2	-13	-2	x
O=C(CNC(=O)c1cnccn1)Nc1ccc(F)c(F)c1F	4	1.1	1	111	0	1	-11	-2	6
CC1Cc2ccccc2N1C(=O)CSc1nnnn1C (stereo unspecified)	x	x	0.9	x	-1	-2	-14	x	0
CCOc1ccccc1C(=O)N(CN1CCCC1=O)c1cccc(Cl)c1	-30	1.1	1.1	100	0	-3	1	-31	8
CCc1ccc(OCc2nnc(SCCN3CCOCC3)n2CC)cc1	15[fluorescence artefact?]	1	1.5	125[fluorescence artefact?]	1	-4	1	-3	4
CN(C)S(=O)(=O)c1ccc(N2CCCC2)c(C(=O)Nc2ccccc2N2CCOCC2)c1	-2	1.2	1.6	95	x	4	-2	-2	x
Cc1ccc(-n2c(=O)c(C#N)cc3c(=O)n4ccccc4nc32)cc1C	-7	1.1	0.8	117	-1	-4	2	3	-4
CC(C)(C)c1cc(Br)ccc1OCC(=O)Nc1ncn[nH]1	0	1	1.1	83	5	-3	-17	7	-7
Cc1cc(S(=O)(=O)N2CCOCC2)ccc1F	-11	1	1	110[fluorescence artefact?]	-1	2	-2	-8	-3
Cc1ccc(S(=O)(=O)CCC(=O)N2CCN(c3ccc(Cl)cc3)CC2)cc1	-6	1.1	x	89	-9	x	x	-3	x
CC(=O)Nc1ccc(C(=O)OC2CCOC2=O)cc1 (stereo unspecified)	-3	1.2	1.1	100	5	2	-8	-3	-1

The closing 5 entries of the part above open the next one.
SMILES	ERb SRC1 inh	MT1-MMP txn act	PLAP activator	ERa coact pot	FAK blocker	Mac1 fbg enh	CD11b adhes inh	ERa SRC1 inh	Ecoli WT expand
Cc1ccc(-n2c(=O)c(C#N)cc3c(=O)n4ccccc4nc32)cc1C	-7	1.1	0.8	117	-1	-4	2	3	-4
CC(C)(C)c1cc(Br)ccc1OCC(=O)Nc1ncn[nH]1	0	1	1.1	83	5	-3	-17	7	-7
Cc1cc(S(=O)(=O)N2CCOCC2)ccc1F	-11	1	1	110[fluorescence artefact?]	-1	2	-2	-8	-3
Cc1ccc(S(=O)(=O)CCC(=O)N2CCN(c3ccc(Cl)cc3)CC2)cc1	-6	1.1	x	89	-9	x	x	-3	x
CC(=O)Nc1ccc(C(=O)OC2CCOC2=O)cc1 (stereo unspecified)	-3	1.2	1.1	100	5	2	-8	-3	-1
O=C(CSc1n[nH]c(-c2ccncc2)n1)NC1CCS(=O)(=O)C1 (stereo unspecified)	2	1.6	1.3	106	-1	-5	9	-16	-3
Cc1ccc(N2C(=O)c3ccccc3C2Nc2ccc(S(=O)(=O)N3CCCCC3)cc2)nc1 (stereo unspecified)	17	x	1.5	176	5	64	2	10	-14
CC(=O)Oc1cc2c(C(C)=O)coc2c2ccccc12	-9	1.2	0.9	107	1	-3	9	-34	0
Cc1ccc(S(=O)(=O)N(c2cccc(C(F)(F)F)c2)C2C=CS(=O)(=O)C2)cc1 (stereo unspecified)	-5	1.1	0.9	94	x	0	18	-8	x
Cc1ccnc(N2CCC(C(=O)Nc3ccc(Oc4ccccc4)cc3)CC2)n1	15	1	1	155	-11	-2	-3	10[fluorescence artefact?]	-2
CC(=O)N1CCC2(CC1)CC(=O)c1cc(OCC(=O)NCc3ccco3)ccc1O2	x	1.1	1.3	x	-2	1	-1	x	-6
Cc1c(NC(=O)CCSc2ccc(Cl)cc2)c(=O)n(-c2ccccc2)n1C	3	1.2	0.9	79	2	-2	-13	0	-6
CCOC(=O)Cn1nnc(-c2ccc(SC)cc2)n1	-4[fluorescence artefact?]	1	0.8	111[fluorescence artefact?]	0	-3	6	-8[fluorescence artefact?]	2
CS(=O)(=O)N(CC(=O)Nc1ccc2c(c1)OCO2)Cc1ccc(Cl)cc1	13	1.2	1	102[fluorescence artefact?]	2	4	-6	16	1
O=C(CSc1nnc(CNC(=O)c2ccccc2F)o1)Nc1ccc2c(c1)OCCO2	0	x	1.3	113	1	1	4	-2	1
Cc1nc(SCC(=O)N(C)Cc2ccco2)c2c(C)c(C)sc2n1	5	1	1.8	107	0	2	-14	-2	-6
O=C(Cn1nc(Cl)nc1Cl)c1cc2ccccc2oc1=O	37	1	1.5	81	7	6	9	55*[fluorescence artefact?]	3
CNC(=O)c1c(NC(=O)c2ccc(S(=O)(=O)N3CCOCC3)cc2)sc2c1CCC2	-1[fluorescence artefact?]	1.2	x	136[fluorescence artefact?]	x	x	x	95*[fluorescence artefact?]	x
Cc1ccc(CCNC(=O)C2CCC(=O)N2Cc2cccnc2)cc1 (stereo unspecified)	-2[fluorescence artefact?]	1	1.3	113	x	-1	33	0	-6
COc1ccc(NCc2nnc(SCC(=O)c3ccc(OC)cc3)o2)cc1	-6	1.3	0.8	116	0	-2	6	20	0
Cc1nc2cc(N3CCOCC3)c(NC(=O)C3CC3)cc2c(=O)n1Cc1ccccc1	1[fluorescence artefact?]	1.1	1.6	139[fluorescence artefact?]	1	1	24	5	x
CCOc1ccc(NC2=NC(C)(C)N=C(N)N2)cc1	3	1.1	1.2	110[fluorescence artefact?]	x	0	-14	0	10
CC1CCCN(C(=O)CSc2cnc3ccccc3n2)C1 (stereo unspecified)	x	x	0.8	x	3	-4	-2	x	2
O=c1[nH]c(SCC2CCCCO2)nc2ccccc12 (stereo unspecified)	0	1.4	x	104	4	x	x	11[fluorescence artefact?]	9
c1cn2cc(CSC3CCCCC3)nc2s1	2	1.4	1	102	0	-1	x	1	9
COc1ccc(N2CCN(C(=O)CN3C(=O)c4ccccc4S3(=O)=O)CC2)cc1	-8[fluorescence artefact?]	1.1	0.9	98	-1	-2	-20	-5	-2
Cc1ccc(C)c(N=C2CCCN2Cc2ccccc2)c1C#N	-10	1.2	x	111	0	x	x	-15	x
COc1ccc2c(c1)c1nnc(SC)nc1n2C	-6	1.3	1	102	-2	-6	-2	1	-3
c1nc(NC2CCCC2)c2[nH]cnc2n1	-9	x	1.3	119	x	-4	1	-4	10
Cc1ccccc1-c1nc(-c2ccc(NC(=O)c3cccs3)cc2)no1	x	x	0.9	x	0	-4	-2	x	-11

More records follow.
SMILES	ERb SRC1 inh	MT1-MMP txn act	PLAP activator	ERa coact pot	FAK blocker	Mac1 fbg enh	CD11b adhes inh	ERa SRC1 inh	Ecoli WT expand
O=C(Nc1ccccc1)c1nnsc1S(=O)c1ccc(Cl)cc1 (stereo unspecified)	x	x	0.9	x	3	-7	0	x	18
O=C(CN1C(=O)CCSc2ccccc21)Nc1cccc(F)c1	x	1.1	0.9	x	x	-2	-5	x	-4
CCN(CC)CCN1C(=O)C(O)=C(C(=O)c2cc3ccccc3o2)C1c1cccnc1 (stereo unspecified)	-4	1.3	1.2	85	-4	-5	-7	-3	-2
CCOC(=O)c1cnn2c(C(F)(F)F)cc(-c3cn(C)nc3C)nc12	9	1	1.3	99	0	0	0	-9	2
Cc1ccc(NC(=O)CCC(=O)NNC(=O)c2cccc([N+](=O)[O-])c2)cc1C	x	x	0.8	x	2	-7	-4	x	0
C=CCn1c(SCC(=O)N2CCCCC2)nc(O)cc1=O	-4	1.1	0.9	103	-1	2	-36	3	28
COC(=O)C1C(c2ccc(OC)c(OC)c2)NC(c2ccc(OC)c(OC)c2)C(C(=O)OC)S1(=O)=O (stereo unspecified)	-9	1.2	x	104	-2	x	x	-15	x
O=C(Cc1cccs1)Nc1ccc(S(=O)(=O)Nc2ncccn2)cc1	84*	1	1.2	22[fluorescence artefact?]	9	0	0	88*[fluorescence artefact?]	0
COc1ccc2[nH]cc(C(=O)CNc3nc(C)cs3)c2c1	x	x	1	x	0	-3	-23	x	6
COCCNC(=O)C1(C)Oc2ccccc2NC1=O (stereo unspecified)	-1[fluorescence artefact?]	1.2	1	109[fluorescence artefact?]	-1	-4	9	3[fluorescence artefact?]	2
CC(=O)Nc1ccc(S(=O)(=O)N2CCN(C(C)CCc3ccccc3)CC2)cc1 (stereo unspecified)	7	0.9	1.7	96	-1	-4	18	-23[fluorescence artefact?]	0
O=C(NCc1ccc2c(c1)OCO2)C1CCC(CNS(=O)(=O)c2cccc3nsnc23)CC1 (stereo unspecified)	-2	x	1	100[fluorescence artefact?]	-3	0	-4	2	-3
CCN(CC)c1ccc2cc(NC(=O)CCC(=O)O)c(=O)oc2c1	5	x	0.9	117	x	1	-4	3	1
CCOC(=O)c1sc(C)c2c1NC(c1ccc(Cl)cc1)NC2=O (stereo unspecified)	x	x	1	x	-28	-8	0	x	3
CCN(Cc1ccccc1)C(=O)COC(=O)c1n[nH]c2ccccc12	-6	1	1.9	104	-3	-3	4	-4	-1
COc1ccc(NS(=O)(=O)c2ccc(NC(=O)C3CCCO3)cc2)cc1 (stereo unspecified)	4	1.2	1.5	112	1	3	-8	6	3
COc1ccc(C(C)NC(=O)C2CCCO2)cc1OC (stereo unspecified)	-3	1.1	1	130	-1	-5	-6	-6	-5
Cn1c(=O)[nH]c(=O)c2c1nc(Br)n2Cc1ccccc1F	-1	1.1	0.9	99	0	-3	-16	-4	x
Cc1ccc(Nc2ncnc3sc(C)c(C)c23)cc1C	3[fluorescence artefact?]	x	0.8	124	-1	1	10	4[fluorescence artefact?]	7
